CTSL1 counter: cathepsin L1 inhibition, PFM18AAP counter-screen; inhibition, % at 5.96 µM; 300,000 compounds, 0.49% hits; recombinant F. hepatica cathepsin L1, Z-Leu-Arg-MCA fluorescence;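 active = inhibition above the mean of all tested compounds plus 3 SD, set per screening campaign, cut at about 17% in these data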;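 note: 0% = plate median of test compound wells and 100% = 1 µM Z-Phe-Ala-diazomethylketone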
PP1 counter: blocks human PP1-alpha phosphatase, a PP5 counter-screen | AID 2235 | 320,000 compounds, 0.9% hits | purified PP1alpha, OMFP fluorescence | inhibition, % at 6.7 µM;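 active = inhibition above the mean inhibition of all tested compounds plus 3 SD, computed separately for each screening campaign, cut at about 15% in these data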
Target sequence (P62136 whole entry, looked up): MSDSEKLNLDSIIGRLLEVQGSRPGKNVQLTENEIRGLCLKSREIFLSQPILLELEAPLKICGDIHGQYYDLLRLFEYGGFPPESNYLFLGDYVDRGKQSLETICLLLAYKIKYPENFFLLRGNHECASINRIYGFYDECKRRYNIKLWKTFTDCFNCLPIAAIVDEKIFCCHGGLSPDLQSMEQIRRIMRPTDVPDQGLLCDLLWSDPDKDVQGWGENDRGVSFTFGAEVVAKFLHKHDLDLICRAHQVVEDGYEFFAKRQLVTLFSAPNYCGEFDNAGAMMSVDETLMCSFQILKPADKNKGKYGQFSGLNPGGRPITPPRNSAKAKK
Efflux pump inh: inhibitors of Candida antifungal efflux pumps expressed in yeast | S. cerevisiae Candida pump triplex, Nile Red efflux | inhibition, % at 10 µM | 330,000 compounds, 0.44% hits | AID 485275;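 active = plate passing quality check with inhibition over a set limit, or well fluorescence over plate mean plus 4 SD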;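 note: Nile Red retained in pooled yeast measured as flow cytometry median fluorescence; 0% = buffer negative control and 100% = Enniatin B positive control; higher means more Nile Red kept so more efflux inhibition; some compounds called inactive have numbers as strong as hits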
PREPL inhibitor: human PREPL enzyme inhibition; Q4J6C6; recombinant PREPL, fluorescence polarization activity-based probe; inhibition, % at 5.96 µM; 320,000 compounds, 0.68% hits; AID 2751; in the data active = inhibition above about 43%;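 note: 0% = enzyme with DMSO and 100% = wells lacking enzyme; many of its hits are not listed in these tables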
HCV core dimer: HCV core protein dimerization inhibition. 300,000 compounds, 0.33% hits. TR-FRET GST/Flag-core106 dimerization, 1536-well. inhibition, % at 5 µM;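 active = inhibition above the mean of all tested compounds plus 3 SD, set per screening campaign, cut at about 45% in these data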
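Material: GST/Flag-tagged HCV core106 proteins. Incubation: 4 h, 22.5 °C incubation. Read-out basis: inhibition (%) from 671 over 617 nm ratio. Measured by: TR-FRET, excitation 340 nm, emission 617 and 671 nm.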
JMJD2C inh: blocks human GASC-1 demethylase activity; GST-JMJD2C(1-420) H3K9me3 demethylation, DELFIA europium; 330,000 compounds, 0.069% hits; Q9H3R0; inhibition, % at 2.35 µM;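 active = more than half of a compound's replicate wells show inhibition beyond 50%, single wells judged on their own value; inconclusive = some, but no more than half, of replicates pass 50% inhibition; inactive = no replicate passes 50% inhibition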;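 note: signal counts dimethyl H3K9 product captured on neutravidin plate; 0% = median of DMSO wells and 100% = 0.3 times that DMSO median; strong numbers were not always called active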
PP5 inh: inhibitors of human protein phosphatase 5 (PP5) | P53041 | purified PP5c, OMFP substrate fluorescence | inhibition, % at 6.7 µM | 320,000 compounds, 0.18% hits;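 active = inhibition above the campaign's mean inhibition across all tested compounds plus 3 SD, cut at about 9.5% in these data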;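 note: 0% = DMSO only and 100% = 100 µM cantharidin control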
Target sequence (P53041 whole entry, looked up): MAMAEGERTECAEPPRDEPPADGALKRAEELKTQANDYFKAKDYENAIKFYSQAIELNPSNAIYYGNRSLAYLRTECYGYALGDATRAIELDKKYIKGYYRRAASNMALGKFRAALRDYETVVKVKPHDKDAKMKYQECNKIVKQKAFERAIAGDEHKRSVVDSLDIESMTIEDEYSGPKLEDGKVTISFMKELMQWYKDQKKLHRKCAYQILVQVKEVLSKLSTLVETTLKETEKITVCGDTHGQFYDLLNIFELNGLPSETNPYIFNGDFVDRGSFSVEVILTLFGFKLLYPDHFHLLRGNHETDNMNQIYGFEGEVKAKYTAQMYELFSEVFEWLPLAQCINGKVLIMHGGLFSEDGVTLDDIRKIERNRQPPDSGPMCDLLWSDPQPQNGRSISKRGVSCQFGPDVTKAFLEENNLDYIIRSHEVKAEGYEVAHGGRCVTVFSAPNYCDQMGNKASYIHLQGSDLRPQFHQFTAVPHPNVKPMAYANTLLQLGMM
LYPLA2 inh: blocks human lysophospholipase 2, a PME1 counter-screen; recombinant LYPLA2, FP-Rh probe fluorescence polarization; inhibition, % at 5.9 µM; 320,000 compounds, 0.38% hits;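 active = inhibition above the screen-wide mean plus 3 SD, limit set per campaign, cut at about 26% in these data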;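 note: 0% = LYPLA2 with DMSO and 100% = wells lacking LYPLA2 enzyme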
Target sequence (O95372 whole entry, looked up): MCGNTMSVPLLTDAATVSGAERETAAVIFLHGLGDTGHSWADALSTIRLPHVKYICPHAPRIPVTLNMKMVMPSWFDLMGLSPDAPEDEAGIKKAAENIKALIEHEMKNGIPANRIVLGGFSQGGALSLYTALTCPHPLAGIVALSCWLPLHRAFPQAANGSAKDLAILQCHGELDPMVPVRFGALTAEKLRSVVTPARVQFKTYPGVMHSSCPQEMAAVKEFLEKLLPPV
TPT1 inh: C. albicans TPT1 enzyme inhibition. recombinant caTPT1, FP RNA substrate dephosphorylation. inhibition, % at 5 µM. 300,000 compounds, 0.81% hits;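 active = inhibition above the mean of all tested compounds plus 3 SD, set per screening campaign, cut at about 24% in these data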;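 note: plate controls were DMSO alone for no effect and ferristatin control at 100 nM for full effect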
The depositor's hits bear a star; ? = inconclusive; / = not tested or not shown. A portion of the library; count on the stated rates, not on these rows.

SMILES	CTSL1 counter	PP1 counter	Efflux pump inh	PREPL inhibitor	HCV core dimer	JMJD2C inh	PP5 inh	LYPLA2 inh	TPT1 inh
CCn1c2ccccc2c2n[nH]c(=S)nc21	0.7	0.8	-0.1	-2.1	-11.8	-7.4	0.6	5.5	-4.5
O=C(Nc1cccc(Cl)c1N1CCOCC1)c1ccco1	1.1	0.1	0.1	1.0	7.0	0.2	2.4	7.9	-1.3
O=C(CSc1nnc(CNc2ccccc2)o1)N1CCCc2ccccc21	4.3	-0.8	0.0	9.8	6.2	4.9	0.7	-3.8	-4.4
O=C(Nc1nnc(CCc2ccccc2)s1)C1CCCO1 (stereo not given)	18.0*	-2.0	-0.1	2.5	-1.3	5.2	-6.6	-0.4	0.7
CCCC(=O)Nc1ccc(NC(=O)c2cccc(OC)c2)nc1	2.5	3.3	0.0	5.9	-14.2	23.4	3.0	6.1	-6.3
CNC(C)C#Cc1ccc2c(=O)c3cc(C)c(C)cc3oc2c1 (stereo not given)	1.8	9.3	0.1	-4.6	-0.9	13.6	-0.9	-3.4	2.5
Cc1ccc(CN(C(=O)c2ccc(Cl)c([N+](=O)[O-])c2)C2CCS(=O)(=O)C2)o1 (stereo not given)	1.4	-6.8	-0.2	1.8	-0.6	-4.0	1.0	2.5	-2.2
Nc1nc2c(F)c(F)c(F)cc2s1	-5.2	-1.7	0.2	-0.3	4.8	15.0	-0.4	7.4	1.1
CCOc1cc(CNCc2cccnc2)ccc1OCC(=O)NC(C)(C)C	-0.4	-3.8	-0.2	4.0	-3.4	-8.3	-0.7	1.1	-3.2
Cc1ccc(SCCC(=O)OCC(=O)Nc2ncc(Cl)cc2Cl)cc1	-11.9	0.2	-0.1	3.5	4.5	-4.0	1.4	12.5	4.9
CC(C)COc1ccc(C(=O)OC2CC(C)(C)OCC2CN(C)C)cc1 (stereo not given)	4.2	-3.1	0.1	3.0	-10.7	-8.7	0.3	-5.6	6.9
CCOC(=O)C1CCN(C(=O)/C=C/c2ccccc2)CC1	-4.9	-1.7	0.0	-3.2	-8.6	-3.5	1.6	5.0	-1.9
COCC1=C(C(=O)OC)C(c2cccs2)n2ncnc2N1 (stereo not given)	-0.3	-4.0	0.1	-9.8	0.3	15.6	3.0	4.0	-3.3
COC(=O)c1sccc1NC(=O)c1ccccc1F	-6.5	-2.5	-0.3	6.6	10.6	-0.1	1.0	-1.8	1.5
COc1cccc(-c2csc(N3CCN(CC(=O)NNC(=O)c4ccco4)CC3)n2)c1	-0.2	2.8	0.0	10.5	2.6	6.5	-1.2	5.4	2.8
Cc1cccc(C)c1NC(=O)CN1CCN(CC(=O)c2cc(C)n(C3CC3)c2C)CC1	/	-0.9	0.2	5.5	/	4.1	-0.4	1.2	/
O=C(Cn1cccc1)NC1CCCCCC1	0.9	-2.0	0.1	-6.5	-3.1	-30.3	-0.4	3.0	-0.1
Cc1nn(CC(=O)Nc2cc(S(=O)(=O)N3CCOCC3)ccc2Cl)c(C)c1[N+](=O)[O-]	/	-4.2	-0.3	8.0	/	2.7	0.6	-4.4	/
CCOc1ccc(Br)cc1-c1noc(-c2cccs2)n1	-0.2	-2.8	0.1	-9.3	-20.8	78.6	1.3	2.9	-1.0
CCS(=O)(=O)Nc1ccc(C2=NN(C(=S)Nc3ccccc3)C(c3ccco3)C2)cc1 (stereo not given)	1.7	0.5	-0.2	5.2	-35.3	?	0.7	-9.6	0.7
N#C/C(=C(/O)COC(=O)c1ccccc1O)c1nc2ccccc2s1	5.7	1.7	-0.2	15.9	34.6	3.7	-1.2	-2.9	8.2
CCOC(=O)N1CCN(C(=S)NC(=O)c2ccc(F)cc2)CC1	3.1	-2.9	0.0	-6.3	-2.7	47.4	-3.1	3.2	0.7
COc1ccc(CNC(=O)C2(CC3CC(c4ccccc4)=NO3)CCN(C(=O)Cc3ccc(F)cc3)CC2)cc1 (stereo not given)	-2.0	-5.5	0.2	-2.5	-14.2	7.7	-4.2	-2.5	-2.0
Nn1c(SCC(=O)NC2CCCCC2)nnc1C1CC1	-1.0	-2.9	0.3	8.4	-3.0	-24.1	-0.1	-4.3	3.9
COc1ccc(/C=C/C(=O)c2ccccn2)cc1	-1.6	3.6	0.1	3.8	6.4	27.9	3.4	-0.8	-11.6
CCn1cc(-c2n[nH]c(=S)n2-c2ccc(C)cc2Br)c(=O)c2ccc(C)nc21	-5.0	2.7	-0.3	14.3	-2.5	-2.1	0.7	1.5	-0.1
O=C(CSc1nc2ccccc2s1)NNC(=S)Nc1ccc(Br)cc1	1.5	7.0	-0.3	-4.6	16.3	4.6	4.7	3.0	-6.2
O=c1[nH]c(=O)n(CCc2ccc(F)cc2)c(O)c1C=NCc1ccc2c(c1)OCO2	-3.4	-2.3	0.0	-2.3	-3.1	-6.8	-1.0	4.8	-1.1
CC(=O)NCCNC(=O)[C@H](Cc1ccccc1)NC(=O)c1cccs1	-3.0	-3.0	0.0	-3.7	-1.7	0.0	-3.0	-3.0	1.2
COc1ccc(Cl)cc1NC(=S)NNC(=O)c1cccs1	1.5	1.4	-0.1	2.7	-4.9	11.2	1.1	2.3	-3.0
CC(C)C(=O)Nc1ccc(NC(=O)c2ccco2)cn1	-1.4	-4.8	0.3	-9.9	5.8	4.2	1.8	-0.8	2.2
O=C(CN1CCN(Cc2ccc3c(c2)OCO3)CC1)c1c[nH]c2ccccc12	1.3	2.3	-0.2	-2.0	-6.9	19.1	0.9	8.5	-2.2
CN(CC(=O)Nc1ccc(F)cc1)CC(=O)N1CCCC1	/	3.1	0.0	15.4	/	7.4	0.2	2.0	/
N=c1c(C(=O)NCc2ccc(F)cc2)cc2c(=O)n3ccccc3nc2n1CC1CCCO1 (stereo not given)	-2.5	-2.0	0.2	16.7	4.1	0.5	3.5	-11.5	9.2
NC(=S)Nc1nc2ccccc2[nH]c1=O	11.2	-2.8	0.0	11.0	-8.1	0.6	1.1	2.0	-1.7
COC(=O)c1ccc(NC(=S)NC(=O)c2c(-c3ccccc3)noc2C)cc1	-0.3	-0.1	-0.1	-3.4	7.9	46.2	3.0	-3.1	1.0
CCCn1cnc2c(=S)nc(N)[nH]c21	4.7	-5.1	0.0	-7.0	-0.8	1.8	1.5	0.5	-1.1
O=C(Nc1ccc2c(c1)S(=O)(=O)N=C1CCCCCN12)c1ccccc1Cl	-0.1	-1.3	0.0	3.4	-0.8	1.2	-0.1	2.2	2.3
S=c1[nH]nc(COc2ccccc2)n1/N=C/c1ccccc1Cl	-2.2	5.7	0.0	-4.0	-1.1	-4.8	3.3	1.7	-3.1
COc1ccc(S(=O)(=O)N2CCN(CC(=O)Nc3cc(C(F)(F)F)ccc3Cl)CC2)cc1	0.2	-0.4	-0.1	-15.0	7.7	31.3	0.7	-0.4	-4.6
CCOC(=O)c1sc(Nc2ccc(OCC)cc2)nc1C	1.5	3.6	0.1	21.8	4.8	-0.7	6.0	-2.2	3.8
Cc1ccc(C(=O)NCc2cccnc2)cc1S(=O)(=O)N1CCCCCC1	-7.7	-4.8	0.1	-1.5	0.3	-0.1	-0.5	4.6	-3.4
CN1/C(=C\C(=O)c2cccc(S(=O)(=O)N3CCCCC3)c2)C(C)(C)c2ccccc21	-0.7	-3.4	0.0	1.0	11.4	-0.8	2.4	1.5	0.2
COCCCNC(=O)/C=C/c1ccc(Cl)cc1Cl	-2.7	0.5	0.0	4.3	-3.3	-7.5	0.6	-0.1	-3.5
Cc1nnnn1CC(=O)Nc1ccccc1[N+](=O)[O-]	-0.1	0.9	0.8	-3.1	-4.8	6.8	-1.4	-3.5	0.7
COc1ccc2nc(-n3c(C)ccc3C)sc2c1	-5.0	-5.1	-0.1	10.8	0.9	6.2	2.7	-5.3	-1.2
Cc1nonc1C(=O)N/N=C/c1ccc(O)cc1O	3.1	-1.0	-0.2	2.5	5.4	1.7	0.6	-5.1	2.6
N#Cc1ccc(COC(=O)c2cnc(Cl)c(Cl)c2)cc1	-0.5	-2.5	0.1	-1.5	0.5	25.2	2.4	21.2	-1.1
Cc1cc(C)n(-c2nnc3n2N=C(c2c[nH]c4ccccc24)CS3)n1	5.0	0.3	0.0	-2.4	3.9	-62.9	1.2	7.2	-3.1
O=C(Cc1coc(-c2ccc(F)cc2)n1)N1CCOCC1	-2.5	0.8	-0.1	4.1	-0.8	4.0	-2.4	-0.1	-2.6
CCOCCCNC(=O)c1cc(Sc2ccc(F)cc2)nc2ccccc12	1.9	-0.3	0.1	1.5	3.4	-3.6	1.2	0.7	0.4
O=C(CCCCCN1C(=O)CCC1=O)NCc1ccccc1	-2.6	-2.5	-0.1	11.2	2.6	-7.1	0.1	-1.2	1.6
Cc1ccc(-n2c(SCC(=O)Nc3ccc4c(c3)OCO4)nnc2-c2ccccn2)cc1	-2.7	3.1	-0.1	5.9	5.0	6.4	0.1	-2.5	1.1
CN(C)CCCN1C(=O)c2cccc3c([N+](=O)[O-])ccc(c23)C1=O	0.0	-4.8	0.3	28.3	-9.7	-6.6	-1.0	0.1	-25.5
COc1ccc(OCc2cc(C(=O)N3CCCC(CO)C3)no2)c2ccccc12 (stereo not given)	-0.3	-2.0	-0.2	9.0	26.5	9.4	0.7	0.3	-0.1
Cc1cc(C)c(C)c(S(=O)(=O)Nc2ccc(OCC(=O)O)cc2)c1C	-6.2	-17.1	0.3	0.6	12.4	3.2	4.2	-0.1	4.2
CN(CC(=O)NCc1ccncc1)S(=O)(=O)c1ccc(Br)cc1	4.3	-11.8	-0.2	-4.4	-5.6	4.8	0.9	-7.0	0.7
COc1cc(-c2noc(CCCC(=O)NC3CCCCC3)n2)cc(OC)c1OC	-3.9	-3.7	0.0	9.7	-2.1	-11.9	-1.0	4.4	-0.5
COc1ccc(CN(C)C(=O)c2ccc(NC(=O)CC3SC(N4CCCC4)=NC3=O)cc2)c(OC)c1OC (stereo not given)	3.8	0.4	0.0	12.3	-6.6	-0.1	0.2	-0.8	-0.7
CCc1nnc(NC(=O)C(C)N2C(=O)C3C4C=CC(C4)C3C2=O)s1 (stereo not given)	-1.2	-2.3	0.2	16.2	-4.4	-10.4	2.3	-6.6	1.0

Other compounds.
SMILES	CTSL1 counter	PP1 counter	Efflux pump inh	PREPL inhibitor	HCV core dimer	JMJD2C inh	PP5 inh	LYPLA2 inh	TPT1 inh
CC1(C)Cc2ccccc2-c2nnc(SCC(=O)Nc3ccc4c(c3)OCO4)n21	2.0	-0.3	0.1	8.0	3.0	2.0	2.8	2.3	-0.6
CCCCS(=O)(=O)N1CCN(S(=O)(=O)c2cccs2)CC1	-3.5	-1.4	-0.2	0.6	-4.7	-7.2	-1.2	3.1	-0.8
C=CCOc1c(Cl)cc(CNc2ccc3[nH]c(=O)[nH]c3c2)cc1OC	-1.7	3.1	-0.1	4.8	-22.0	-10.9	3.8	2.6	-1.3
c1ccc(-c2nnc(NC3=NCCC3)o2)cc1	5.4	-2.3	-0.1	11.7	-2.5	4.5	0.2	3.6	-1.6

Screening results from PubChem BioAssay.
